# hERG protect = hERG (human) protection from proarrhythmic block. Q12809. AID 1511. actives 0.51% (n = 310,000). CHO-hERG, FluxOR thallium flux, dofetilide IC70 present. activation (rescue from dofetilide block), less the hit threshold, % at 10 µM;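 active = activation above the mean of controls blocked by dofetilide plus 5 SD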;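 also: thallium influx through hERG after potassium depolarization seen as dye fluorescence rise; in these data hits start at about 4.7%; inactives centre near -7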
# Target sequence (Q12809 whole entry, looked up): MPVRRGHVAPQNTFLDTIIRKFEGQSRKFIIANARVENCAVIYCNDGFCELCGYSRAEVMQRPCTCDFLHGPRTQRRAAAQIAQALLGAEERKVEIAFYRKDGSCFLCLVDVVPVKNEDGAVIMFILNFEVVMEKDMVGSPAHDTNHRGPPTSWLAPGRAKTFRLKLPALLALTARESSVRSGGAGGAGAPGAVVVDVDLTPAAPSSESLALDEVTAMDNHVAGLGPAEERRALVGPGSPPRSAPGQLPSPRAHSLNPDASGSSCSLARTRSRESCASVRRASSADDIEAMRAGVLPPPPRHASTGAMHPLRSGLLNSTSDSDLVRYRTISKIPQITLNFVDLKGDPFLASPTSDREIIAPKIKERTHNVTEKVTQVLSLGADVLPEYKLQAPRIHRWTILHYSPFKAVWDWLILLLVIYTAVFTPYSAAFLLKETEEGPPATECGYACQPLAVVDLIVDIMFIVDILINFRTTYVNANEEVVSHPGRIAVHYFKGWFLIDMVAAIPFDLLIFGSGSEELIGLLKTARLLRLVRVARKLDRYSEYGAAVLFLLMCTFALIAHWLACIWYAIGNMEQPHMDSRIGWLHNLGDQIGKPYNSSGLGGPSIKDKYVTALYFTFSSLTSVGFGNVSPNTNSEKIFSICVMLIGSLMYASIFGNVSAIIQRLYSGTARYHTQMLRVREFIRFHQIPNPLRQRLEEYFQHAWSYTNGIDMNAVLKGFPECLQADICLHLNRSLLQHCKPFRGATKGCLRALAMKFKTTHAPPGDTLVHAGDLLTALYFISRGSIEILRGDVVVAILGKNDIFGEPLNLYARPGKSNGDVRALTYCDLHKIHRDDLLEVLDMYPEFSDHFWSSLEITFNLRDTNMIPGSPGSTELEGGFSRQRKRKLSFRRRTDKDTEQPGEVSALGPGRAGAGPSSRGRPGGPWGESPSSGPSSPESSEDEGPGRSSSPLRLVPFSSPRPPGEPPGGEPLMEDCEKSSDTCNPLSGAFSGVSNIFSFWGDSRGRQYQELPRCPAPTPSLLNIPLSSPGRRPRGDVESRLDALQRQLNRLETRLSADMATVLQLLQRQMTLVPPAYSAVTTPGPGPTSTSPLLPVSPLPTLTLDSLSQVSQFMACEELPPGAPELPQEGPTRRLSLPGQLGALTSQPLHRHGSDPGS
# ANO1 block = inhibitors of mouse TMEM16A calcium-activated chloride channel; Q8BHY3; HEK293 TMEM16A/YFP iodide influx fluorescence, ionomycin; normalized B-score (activity score, 25-100; higher = stronger inhibition) at 10 µM; actives 1.2% (n = 310,000); AID 588511;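 active = ratio plate-corrected score three or more library SD toward inhibition, starting fluorescence score within five deviations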;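 also: score derived from kinetic fluorescence span divided by baseline fluorescence per well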
# TRPC4 act = TRPC4 (mouse) channel activation; AID 2237; Q9QUQ5; HEK293 TRPC4beta/mu-opioid, Fluo4 calcium fluorescence; hits give high values; B-score at 10 µM; actives 0.49% (n = 310,000);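 active = B-score above 5 SD of library B-scores, and initial fluorescence ratio not above library mean plus 5 SD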;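 also: positive B-score marks a calcium rise read as TRPC4 activation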
#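 Assay system: HEK293 stable line with TRPC4beta plus mu-opioid receptor; schedule: 45 min room-temperature Fluo4 loading, 110 s read; technique: kinetic Fluo4 calcium fluorescence; evaluation: integrated baseline-normalised fluorescence ratio, converted to per-well B score; controls: buffer (low) and maximal DAMGO (high)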
# HDAC3 inhib = human HDAC3 inhibition; O15379; recombinant HDAC3, fluorogenic peptide/trypsin coupled, fluorescence; inhibition, % at 8.3 µM; actives 0.15% (n = 320,000); AID 2718; in the data active = inhibition above about 26%, passing the limit was not always enough
# TMEM16A act = activates or potentiates the mouse TMEM16A chloride channel | Q8BHY3 | HEK293 TMEM16A/YFP-H148Q/I152L, iodide quench fluorescence; hits give low values | B-score at 10 µM | actives 0.3% (n = 340,000) | AID 623877;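 active = fluorescence-ratio B-score plate-corrected deviation score at least 3 library SD below zero, with starting fluorescence score within 5 deviations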;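 also: channel opened by trigger with iodide after compound preincubation; score built on the fluorescence ratio of max minus min over baseline; more negative score means more quench and so TMEM16A activation or potentiation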
# KCNQ1 inh = blocks the human KCNQ1 potassium channel | P51787 | CHO-K1 KCNQ1, FluxOR thallium flux fluorescence; hits give high values | B-score at 10 µM | actives 1.3% (n = 310,000);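 active = compounds whose thallium flux B-score, printed positive for inhibition, exceeds three library SD while starting fluorescence stays within three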;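 also: channel opened by potassium depolarization with thallium stimulus after 20 min compound exposure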
# KCNK9 inh = human KCNK9 channel inhibition. HEK293 KCNK9, FluxOR thallium flux fluorescence; hits give low values. B-score at 10 µM. actives 1.2% (n = 310,000). AID 488922;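 active = ratio B-score over 3 SD below the library mean, with starting fluorescence within 5 SD of its mean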;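 also: negative B-score means less thallium flux so channel inhibition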
# KCNK3 inh = human KCNK3 channel inhibition, primary screen; O14649; CHO-KCNK3 thallium flux, FluxOR fluorescence; hits give low values; B-score at 10 µM; actives 0.84% (n = 340,000);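 active = B-score under library mean minus 4 SD, starting fluorescence ratio at most library mean plus 5 SD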;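 also: more negative B-score means stronger inhibition of thallium flux through KCNK3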
# Dyrk1A ADPGlo = blocks rat Dyrk1A kinase activity. Q63470. ADP-Glo luminescence, NFATc1 peptide. inhibition, % at 12.5 µM. actives 0.43% (n = 310,000); in the data active = inhibition above about 50%;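 also: plate controls were vehicle with enzyme for no effect and no enzyme for full effect; many of its hits are not listed in these tables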
# KCNQ1 pot = potentiators or activators of human KCNQ1 potassium channel; CHO-K1 KCNQ1, thallium flux FluxOR fluorescence; hits give high values; B-score at 10 µM; P51787; actives 0.35% (n = 310,000);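 active = fluorescence ratio B-score, a plate-corrected score, at least three library SD, with initial intensity B-score within 5 SD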
#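 System: CHO-K1 cells stably expressing KCNQ1 / Medium: assay buffer for compound exposure, DMSO matched across wells / Reagent: thallium- and potassium-containing depolarizing buffer / Compound: one concentration, matched DMSO / Incubation: 20 min compound pretreatment at room temperature / Measured by: kinetic FluxOR fluorescence, 10 s baseline plus 110 s post-stimulus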
# TRPC4 PAM = allosteric potentiators of mouse TRPC4 channel. HEK293 TRPC4beta/mu-opioid, DAMGO EC20, Fluo-4 Ca2+ flux; hits give high values. B-score at 10 µM. AID 2227. Q9QUQ5. actives 0.42% (n = 310,000);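 active = B-score of calcium response area above 5 SD of library B-scores, with initial fluorescence ratio within 5 SD of library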;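 also: B-score of integrated fluorescence ratio over time as area under calcium response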
# Active calls of the source: *; i = inactive; . = no result given. The list is partial. The share of hits here may be higher or lower than overall.
compound,hERG protect,ANO1 block,TRPC4 act,HDAC3 inhib,TMEM16A act,KCNQ1 inh,KCNK9 inh,KCNK3 inh,Dyrk1A ADPGlo,KCNQ1 pot,TRPC4 PAM
CCN(C(=O)C(C)N1C(=O)/C(=C/c2ccco2)SC1=S)C1CCS(=O)(=O)C1 (stereo not drawn),-11,i,i,4,i,i,i,i,.,i,i
COc1ccccc1N(CC(O)Cn1ccnc1C)S(=O)(=O)c1ccc(C)cc1 (stereo not drawn),-3,i,i,3,i,i,i,i,7,i,i
CCOC(=O)c1ccc(NC(=O)NCCN2CCCCC2)cc1,-9,i,i,.,i,i,i,i,-2,i,i
NC(=O)CSc1nc(-c2ccccc2)nc2c1CCCC2,-4,i,i,-3,i,i,i,i,14,i,i
Brc1ccc(-c2nnc3n2CCCCC3)cc1,-8,i,i,10,i,i,i,i,-2,i,i
CSCCC(NS(=O)(=O)c1ccc2c(c1)OCCO2)C(=O)N(C)Cc1ccc(C)cc1 (stereo not drawn),-12,i,i,8,i,i,i,i,-6,i,i
Cc1cc(C(F)(F)F)n2nc(C(=O)O)c(Cl)c2n1,-12,i,i,-3,i,i,i,i,8,i,i
Nc1nonc1-n1nnc(C(=O)N/N=C/c2cccc(Cl)c2)c1CN1CCCCCC1,-8,i,i,0,i,i,i,i,-12,i,i
S=C(NCc1ccco1)Nc1cccc(Cl)c1,-7,i,i,3,i,i,i,i,18,i,i
CCOc1ccc(C(=O)Nc2cc(Cl)ccc2-n2cncn2)cc1OC,-14,i,i,-8,i,i,i,i,15,i,i
Cc1ccc(S(=O)(=O)N(Cc2cccc(Cl)c2)C(=O)N2CCN(C)CC2)cc1,-7,i,i,-3,i,i,i,i,5,i,i
N#Cc1sc2nc(-c3cccs3)cc(-c3ccccc3)c2c1N,-4,i,i,0,i,i,i,i,8,i,i
COCCCNCCCCOc1ccc(OCc2ccccc2)cc1,-7,i,i,2,i,i,i,i,.,i,i
COc1ccc(NC(=O)C2CCN(C(=O)NC3CCCCC3)CC2)c(OC)c1,-5,i,i,-1,i,i,i,i,-3,i,i
CC(C)OCC(O)CN1CCN(C(c2ccccc2)c2ccccc2)CC1 (stereo not drawn),-6,i,i,6,i,i,i,i,-39,i,i
COc1cc(NC(=O)CN(c2cc(C)cc(C)c2)S(=O)(=O)c2c(C)noc2C)cc(OC)c1,2,i,i,0,i,i,i,i,3,i,i
COc1ccc2c(c1)CC(=O)NC=C2,-4,i,i,0,i,i,i,i,.,i,i
O=C(CSc1nc2[nH]ncc2c(=O)[nH]1)Nc1ccc(Cl)cc1,-16,i,i,2,i,i,i,i,0,i,i
COc1cc(C(=O)N2CCc3ccccc32)ccc1OCc1c(C)noc1C,-5,i,i,11,i,i,i,i,-9,i,i
Cn1c(=O)n(CC(N)=O)c(=O)c2c1nc(Br)n2Cc1ccccc1,-3,i,i,3,i,i,i,i,-5,i,i

# Entries listed so far with bromine (2):
compound,hERG protect,ANO1 block,TRPC4 act,HDAC3 inhib,TMEM16A act,KCNQ1 inh,KCNK9 inh,KCNK3 inh,Dyrk1A ADPGlo,KCNQ1 pot,TRPC4 PAM
Brc1ccc(-c2nnc3n2CCCCC3)cc1,-8,i,i,10,i,i,i,i,-2,i,i
Cn1c(=O)n(CC(N)=O)c(=O)c2c1nc(Br)n2Cc1ccccc1,-3,i,i,3,i,i,i,i,-5,i,i

# The list goes on.
compound,hERG protect,ANO1 block,TRPC4 act,HDAC3 inhib,TMEM16A act,KCNQ1 inh,KCNK9 inh,KCNK3 inh,Dyrk1A ADPGlo,KCNQ1 pot,TRPC4 PAM
Cc1cccn2c(=O)c3cc(C(=O)NC(C)C)c(=N)n(Cc4ccncc4)c3nc12,-8,i,i,-252,i,i,i,i,-5,i,i
Cc1cc(=O)[nH]c(SCC(=O)Nc2ccc(Br)cn2)n1,1,i,i,2,i,i,i,i,-18,i,i
CCOC(=O)CN1CC23C=CC(O2)C(C(=O)Nc2ccc(C(C)=O)cc2)C3C1=O (stereo not drawn),-2,i,i,3,i,i,i,i,0,i,i
COC(=O)C1CCN(C(=O)c2cc(=O)[nH]c3ccccc23)CC1,0,i,i,-1,i,i,i,i,-8,i,i
O=[N+]([O-])c1ccc(Oc2ccc(S(=O)(=O)N3CCOCC3)cc2)cc1,-7,i,i,11,i,i,i,i,1,i,i
CC(=O)N1CCN(S(=O)(=O)c2ccc(S(=O)(=O)NC3CCCCC3)cc2)CC1,-4,i,i,7,i,i,i,i,0,i,i
Cc1ccccc1NS(=O)(=O)c1cc(C(=O)NCc2ccco2)ccc1C,-7,i,i,5,i,i,i,i,0,i,i
Cc1cccn2c(=O)c3cc(C(=O)NC4CCCC4)c(=N)n(Cc4ccc(F)cc4)c3nc12,-19,i,i,-15,i,i,i,i,1,i,i
O=C(O)c1cc(=O)c2ccccc2[nH]1,.,i,.,2,i,.,.,i,9,.,.
Cc1cccc(/C(N)=N/OC(=O)Cc2ccccc2)c1,-8,i,i,2,i,i,i,i,-2,i,i
CC1CC(C)CN(CCCNC(=O)c2ccc(CS(=O)(=O)Cc3cccc(Cl)c3)o2)C1 (stereo not drawn),-8,i,i,-16,i,i,i,i,3,i,i
O=[N+]([O-])c1ccc(-c2cn3nc(-c4ccccc4)c(-c4ccccc4)nc3n2)cc1,-7,i,i,1,i,i,i,i,.,i,i
CCN(CCO)C(=S)Nc1cc(C(=O)OC)ccc1C(=O)OC,-11,i,i,1,i,i,i,i,5,i,i
C/C(=N\S(=O)(=O)c1ccc(C)cc1)N1CCN(S(=O)(=O)c2ccccc2)C1C(C)C (stereo not drawn),-3,i,i,-1,i,i,i,i,-3,i,i
CCN1CCN(Cc2c(O)ccc3c2O/C(=C\c2ccc(C)cc2)C3=O)CC1,-19,i,i,11,i,i,i,i,8,i,i
O=C(COC(=O)c1ccccc1)Nc1cc(Cl)ccc1Oc1ccccc1,-9,i,i,-3,i,i,i,i,0,i,i
Cc1ccc(CCNC(=O)CN(c2cc(C)cc(C)c2)S(=O)(=O)c2c(C)noc2C)cc1,-7,i,i,-6,i,i,i,i,-7,i,i
CC1Cc2ccccc2N1Cc1cc(=O)c(OCC(=O)Nc2ccccc2)co1 (stereo not drawn),-15,i,i,.,i,i,i,i,-1,i,i
CC(Sc1nnnn1-c1ccc(O)cc1)C(=O)NC1CCCCC1C (stereo not drawn),-13,i,i,6,i,i,i,i,18,i,i
CCOc1ccccc1CNC(=O)c1ccccc1NC(=O)C1=CSCCO1,-14,i,i,-1,i,i,i,i,-2,i,i
COC(=O)CCN(C(=O)c1ccc(Cl)c([N+](=O)[O-])c1)c1ccccn1,-6,i,i,-6,i,i,i,i,1,i,i
O=C(O)C12C[C@H]3C[C@@H](C1)CC(n1ncc(N4CCN(c5ccccc5)CC4)c(Cl)c1=O)(C3)C2,2,i,i,-2,i,i,i,i,-5,i,i
CCOC(=O)CSc1nc(C)cc(C)c1C(N)=O,0,i,i,-2,i,i,i,i,0,i,i
CCCN1C2CCCC1CC(NC(=O)c1cc(OC)c(OC)c(OC)c1)C2 (stereo not drawn),-4,i,i,-10,i,i,i,i,-3,i,i
Cc1nnc(SCC(=O)Nc2ccc(-c3nc4ccccc4s3)cc2)s1,-4,i,i,-1,i,i,i,i,-6,i,i
CSc1c(C#N)c(N)c(C#N)c2c1COC(C)(C)C2,-9,i,i,4,i,i,i,i,5,i,i
Cc1ccc(C(C)C)c(OCC(=O)NN2C(=O)c3ccccc3C2=O)c1,-4,i,i,-5,i,i,i,i,.,i,i
Cc1ccc(N(C(=O)Cn2nnc3ccccc32)C(C(=O)NC2CCCCC2)c2cn(C)nc2C)cc1 (stereo not drawn),-5,i,i,-1,i,i,i,i,1,i,i
O=C(NC(=S)Nc1ccccc1N1CCOCC1)c1ccc(-c2cc(Cl)ccc2Cl)o1,0,i,i,3,i,i,i,i,-3,i,i
COc1cc(/C=N/N(C)S(=O)(=O)c2ccc(C)cc2)cc([N+](=O)[O-])c1O,-9,i,i,10,i,i,i,i,-10,i,i
COc1ccc(C(=O)CC(=O)C(=O)Nc2ccccc2)cc1,5.0*,i,i,2,i,i,i,i,-6,i,i
NC12NC(=O)C3(O)C4C5CC(C6C5C3C61)C42 (stereo not drawn),-5,i,i,0,i,i,i,i,.,i,i
Cc1ccc2[nH]c(C)c(CCNC(=O)C3CCCCC3C(=O)OCC(F)(F)F)c2c1 (stereo not drawn),-7,i,i,13,i,i,i,i,2,i,i
CCOC(=O)Oc1ccc2c(=O)c(Oc3cccc(C)c3)coc2c1,-15,i,i,10,i,i,i,i,-3,i,i
Cc1ccc(C)c(Cn2ncc3ccccc32)c1,-6,i,i,11,i,i,i,i,-2,i,i
Cn1cc(Cl)c(C(=O)N/N=C/c2ccc3c4c(cccc24)CC3)n1,-4,i,i,-5,i,i,i,i,1,i,i
COc1ccc(CCNC(=O)CS(=O)(=O)c2cn(CC(=O)N(C(C)C)C(C)C)c3ccccc23)cc1OC,-5,i,i,6,i,i,i,i,-4,i,i
CC(=O)Nc1cccc(C(=O)/C=C/c2ccc[nH]2)c1,-3,i,i,4,i,i,i,i,43,i,i
CCC(C)NC(=O)CNS(=O)(=O)c1ccc(C)cc1 (stereo not drawn),0,i,i,3,i,i,i,i,0,i,i
COCCn1c(C)cc(C2=NNC(=Nc3ccc(OC)cc3)SC2)c1C,2,i,i,2,i,i,i,i,4,i,i
O=C(C1CC1)N1CCN(c2ccc(O)cc2)CC1,-9,i,i,3,i,i,i,i,3,i,i

# Among those listed so far, 3 have fluorine.
compound,hERG protect,ANO1 block,TRPC4 act,HDAC3 inhib,TMEM16A act,KCNQ1 inh,KCNK9 inh,KCNK3 inh,Dyrk1A ADPGlo,KCNQ1 pot,TRPC4 PAM
Cc1cc(C(F)(F)F)n2nc(C(=O)O)c(Cl)c2n1,-12,i,i,-3,i,i,i,i,8,i,i
Cc1cccn2c(=O)c3cc(C(=O)NC4CCCC4)c(=N)n(Cc4ccc(F)cc4)c3nc12,-19,i,i,-15,i,i,i,i,1,i,i
Cc1ccc2[nH]c(C)c(CCNC(=O)C3CCCCC3C(=O)OCC(F)(F)F)c2c1 (stereo not drawn),-7,i,i,13,i,i,i,i,2,i,i

# Source: PubChem BioAssay
